# Screening data from PubChem.
# SRC1 TRFRET art: TR-FRET detection interference compounds, primary screen, artefact control for PPARgamma SRC-1 recruitment agonists, biochemical, TR-FRET emission ratio. TR-FRET detection artefact counter-screen; active compounds read high. TR-FRET ratio at 8 µM. 99,000 compounds, 0.34% hits; in the data active = TR-FRET ratio above about 2300; note: inactives centre near 1800
# SRC3 TRFRET art: TR-FRET detection interference compounds, artefact control for PPARgamma SRC-3 recruitment agonists, biochemical, TR-FRET ratio. TR-FRET artefact counter-screen, PPARgamma/SRC-3 format; active compounds read high. TR-FRET ratio at 8 µM. 99,000 compounds, 0.39% hits. AID 1048, 2008; in the data active = TR-FRET ratio above about 2000; note: inactives centre near 1600
# * marks the source's active call; other numbers are inactive results.
SMILES,SRC1 TRFRET art,SRC3 TRFRET art
N/C(=N\OC(=O)c1cccc([N+](=O)[O-])c1)c1cccnc1,1969,1498
COC(=O)CC1=NC(=O)CS1,1762,1527
CCCCNC(=O)CSc1nc(CCC)nc2ccccc12,2029,1690
CCOc1cc(OCC)cc(C(=O)Nc2cccnc2)c1,1913,1630
O=C(CCCO)N/N=C/c1ccccc1[N+](=O)[O-],1704,1628
Cc1cc(Br)ccc1-n1[nH]c(C)c(C=Nc2cccc3nsnc23)c1=O,1561,1674
Cc1ccc(/C(N)=N/OC(=O)c2ccc3c(c2)OCO3)cc1,1535,1441
N/C(=N\OC(=O)COc1ccc(Cl)cc1Cl)c1ccncc1,2141,1660
CCOc1ccccc1NC(=O)CN1C(=O)CSC(C)C1=O (stereo unspecified),1827,1382
COc1ccc(N2CCN(C(c3cc(OC)ccc3OC)c3nnnn3Cc3ccco3)CC2)cc1 (stereo unspecified),1615,1517
CCCCn1c(CCC(=O)O)nc2cc(S(=O)(=O)N(C)C)ccc21,1581,1483
Cc1cc(C)c(S(=O)(=O)NCCc2ccccc2)c(C)c1,1792,1559
O=C(CN1CCN(c2ncccn2)CC1)Nc1ccccc1C(F)(F)F,1541,1517
Cc1cc(C)nc(Sc2ncnc(N)c2[N+](=O)[O-])n1,1638,1371
COC(=O)c1ccc(-c2noc(CN(C)CC3CCCCO3)n2)cc1 (stereo unspecified),1780,1638
COc1cccc(/C=N/NC(=O)c2ccccc2)c1OS(=O)(=O)c1ccccc1,1652,1497
O=C(Cc1ccccc1)N1CCNCC1,1761,1521
CCOC(=O)Cc1csc(NC(=O)CCSc2ccccc2)n1,1951,1527
Cc1ccc(O)c(/C=N/NC(=O)c2[nH]ncc2Br)c1,1868,1698
Cc1c(C(N)=O)sc2ncn(CC(=O)NCCc3ccccc3)c(=O)c12,1716,1504
Cc1ccnc(NC(=O)c2ccco2)n1,1911,1635
COc1ccc(NC(=O)N2CCN(S(C)(=O)=O)CC2)cc1,1963,1583
COC(=O)c1cc(=O)n(Cc2cccs2)c(=Nc2ccc(F)cc2)s1,1627,1378
C/C(=N\NC(=O)c1ccc(CSc2nncn2C)cc1)c1ccc(C#N)cc1,1744,1697
Cc1ccsc1CNC1C2CC3CC(C2)CC1C3 (stereo unspecified),1830,1571

# 6 structures from above, ordered by molecular weight, largest number first.
SMILES,SRC1 TRFRET art,SRC3 TRFRET art
O=C(CN1CCN(c2ncccn2)CC1)Nc1ccccc1C(F)(F)F,1541,1517
CCCCn1c(CCC(=O)O)nc2cc(S(=O)(=O)N(C)C)ccc21,1581,1483
N/C(=N\OC(=O)COc1ccc(Cl)cc1Cl)c1ccncc1,2141,1660
Cc1ccc(O)c(/C=N/NC(=O)c2[nH]ncc2Br)c1,1868,1698
O=C(CCCO)N/N=C/c1ccccc1[N+](=O)[O-],1704,1628
O=C(Cc1ccccc1)N1CCNCC1,1761,1521

# Going on with the list:
SMILES,SRC1 TRFRET art,SRC3 TRFRET art
CC(C)(C)Nc1nc(N)nc(Cl)n1,2146,1889
Cc1cccc2c(C(=O)n3cccn3)cc(-c3ccccc3Cl)nc12,1828,1576
Cc1cc(C)n(CC(=O)O)c(=O)c1[N+](=O)[O-],1944,1561
COc1ccc(-c2c(C)[nH]n3c(=O)c(Cc4ccccc4)c(C)nc23)cc1OC,1907,1621
O=C(CCN1C(=O)c2ccccc2S1(=O)=O)Nc1cccc2ccccc12,1634,1729
CCOC(=O)CNC(=O)CSc1nnc(-c2ccccc2)c(-c2ccccc2)n1,1983,1375
CCOc1ccc(OCCn2c(=S)[nH]c3c(N)ncnc32)cc1,1692,1557
FC(F)(F)c1ccc(NC(=S)NC2CCCCC2)cc1,1734,1447
COc1ccc(NC(=O)CC2C(=O)N(c3ccc(Cl)cc3)C(=S)N2NC(=O)c2cccc(F)c2)cc1 (stereo unspecified),1998,1432
CCNC(=O)c1c(C)[nH]c(C(=O)OCC)c1C,1827,1818
COc1cccc2c(=O)cc(C)n(CC(=O)Nc3cccc(C)c3)c12,1924,1526
OCC1(CCCc2ccccc2)CCN(Cc2cnc(N3CCOCC3)s2)CC1,1688,1667
O=C(NNC(=O)c1cccs1)c1ccc(Cl)cc1,1862,1647
CC(C)(C)NC(=S)NC(=O)C12CC3CCC(CC(C3)C1)C2,1992,1476
CC(C)(C)NCC(O)COc1ccc(Br)cc1 (stereo unspecified),1821,1557
O=C(CC(Sc1n[nH]c(-c2ccccc2)n1)c1ccccc1)NCc1ccccc1 (stereo unspecified),1655,1740
O=C(COCc1ccccc1)N[C@@H](Cc1ccc(O)cc1)C(=O)O,1627,1594
CC1CCCCC1NC(=O)/C(C#N)=C/C=C/c1ccccc1[N+](=O)[O-] (stereo unspecified),1891,1584
CC(=O)N1CCC(N(CCN2CCOCC2)C(=S)Nc2cc(C)ccc2C)CC1,1633,1632
NC(=O)N/N=C/c1c(F)cccc1F,1729,1594
CCOC(CNc1ncnc2c1cnn2C)OCC,1573,1385
CC(=O)/C=C1\N(C)c2ccc(C)cc2C1(C)C,2168,1507
COCCCn1c(=S)[nH]c2sc3c(c2c1=O)CCCS3,3194*,2497*
Cc1ccccc1NC(=O)c1cc(C(=O)c2cc(Cl)ccc2O)cn(-c2ccccc2C)c1=O,2018,1787
CC(C)NC(=S)N/N=C1\CCCc2ccccc21,2110,1658
SMILES,SRC1 TRFRET art,SRC3 TRFRET art
CCN(CC(=O)NCCc1ccccc1)S(=O)(=O)c1ccc(C)cc1,1957,1524
COc1cc(NS(=O)(=O)c2cc(C(=O)N3CCN(C(C)=O)CC3)ccc2OC)cc(OC)c1,1790,1406
COc1ccc(-c2cc(C(F)(F)F)n3nc(C(=O)NCCN4CCOCC4)cc3n2)cc1,1727,1567
Clc1ccc(OCCSc2ncccn2)c(Br)c1,1755,1505
CCN1CCN(C(=O)CSc2cc(=O)n(C)c3ccccc23)CC1,2968*,2490*
N#C/C=C1/NC(=O)c2ccccc2S1,1716,1581
CC(=O)c1cccc(NC(=S)NC2CCCCC2)c1,1706,1468
CCOC(=O)C1CCCN(c2oc(-c3ccc(OC)cc3)nc2C#N)C1 (stereo unspecified),1500,1482
S=C(NCc1cccs1)Nc1ccccc1,1823,1627
c1ccc(-c2nnc(OCC3CCCO3)c3ccccc23)cc1 (stereo unspecified),1680,1682
Cc1c(Cl)cccc1NC(=O)Cn1cc(C(F)(F)F)cc(Cl)c1=O,1626,1499
COc1ccc(OCc2cn3c(C)cc(C)nc3n2)cc1,1688,1277
O=C(NCCc1c[nH]c2ccccc12)[C@@H]1C[C@H]1[C@@H](NP(=O)(c1ccccc1)c1ccccc1)c1ccccc1,1651,1460
O=C(NCCc1ccc2c(c1)OCCO2)c1ccc(F)cc1,1750,1514
CSc1nc(-c2ccccc2)nc(C(Cl)Cl)n1,1626,1477
COCCN1Cc2cccc(C(=O)Nc3ccc(S(=O)(=O)N4CCOCC4)cc3)c2C1=O,1625,1395
Fc1ccccc1CSCc1nc2ccccc2[nH]1,1952,1640
Cc1cc2occ(CC(=O)NCc3cccs3)c2cc1C(C)C,1617,1493
CCn1nc(CC(=O)O)c2ccccc2c1=O,1859,1683
CN1CCN(S(=O)(=O)c2ccc3[nH]c(=O)oc3c2)CC1,1822,1480
O=C(NNS(=O)(=O)c1ccc(Br)cc1)C1CCCCC1,1879,1621
CC1CC(C)CN(C(=O)C(C)N(C)CC(=O)Nc2ccccc2Cl)C1 (stereo unspecified),2015,1593
O=C(N/C(=C\c1cccs1)C(=O)N1CCOCC1)c1ccco1,1947,1615
COc1ccc(N(C(C)=O)S(=O)(=O)c2cccc3cccnc23)cc1,1723,1508
O=C(NCCc1ccccn1)C(F)(F)C(F)(F)C(F)(F)C(F)(F)C(F)(F)C(F)(F)C(F)(F)C(F)F,1700,1366

# Fetched one by one from the list above (four):
SMILES,SRC1 TRFRET art,SRC3 TRFRET art
CSc1nc(-c2ccccc2)nc(C(Cl)Cl)n1,1626,1477
COc1cc(NS(=O)(=O)c2cc(C(=O)N3CCN(C(C)=O)CC3)ccc2OC)cc(OC)c1,1790,1406
CC1CC(C)CN(C(=O)C(C)N(C)CC(=O)Nc2ccccc2Cl)C1 (stereo unspecified),2015,1593
O=C(NCCc1c[nH]c2ccccc12)[C@@H]1C[C@H]1[C@@H](NP(=O)(c1ccccc1)c1ccccc1)c1ccccc1,1651,1460

# 4 entries from above, as labelled records:
c1ccc(-c2nnc(OCC3CCCO3)c3ccccc23)cc1 (stereo unspecified)
  SRC1 TRFRET art: 1680
  SRC3 TRFRET art: 1682
Cc1c(Cl)cccc1NC(=O)Cn1cc(C(F)(F)F)cc(Cl)c1=O
  SRC1 TRFRET art: 1626
  SRC3 TRFRET art: 1499
COc1ccc(OCc2cn3c(C)cc(C)nc3n2)cc1
  SRC1 TRFRET art: 1688
  SRC3 TRFRET art: 1277
O=C(NCCc1c[nH]c2ccccc12)[C@@H]1C[C@H]1[C@@H](NP(=O)(c1ccccc1)c1ccccc1)c1ccccc1
  SRC1 TRFRET art: 1651
  SRC3 TRFRET art: 1460

# Next structures follow.
SMILES,SRC1 TRFRET art,SRC3 TRFRET art
O=C(NCCCc1ccccc1)N1CCOCC1,1585,1509
Cc1cnc(C)c(N2CCN(Cc3nc(-c4ccccc4)no3)CC2)n1,1558,1634
O=C(CN1N=C(c2ccc(Cl)cc2)CCC1=O)NCCN1CCc2ccccc2C1,2108,1419
Cc1cccc(NC(=S)NC2CC3CCCC(C2)N3Cc2ccccc2)c1C (stereo unspecified),1964,1454
CS(=O)(=O)N1Cc2ccccc2CC1C(=O)O (stereo unspecified),1820,1531
Cn1c(SCC(=O)N/N=C/c2ccc([N+](=O)[O-])s2)nnc1-c1ccccc1,1918,1808
CCOC(=O)c1c(-c2ccc(C)o2)csc1NC(=O)CN1CCCCC1,1820,1615
COc1ccc(/C=C/C(=O)Nc2cc(S(=O)(=O)N3CCOCC3)ccc2N2CCCC2)cc1OC,1610,1493
O=C(O)/C=C/C(=O)Nc1ccc(Oc2ccc(NC(=O)/C=C/C(=O)O)cc2)cc1,1941,1573
CN(Cc1ccon1)C(=O)CC1C(=O)NCCN1Cc1cccc(Oc2ccccc2)c1 (stereo unspecified),1736,1539
CN(C(=O)c1ccc(=O)n(Cc2ccc(Cl)cc2)c1)c1ccccc1,1492,1676
COc1ccccc1/C=N/NC(=O)CC(=O)NCc1cccnc1,1513,1601
O=C(CN1CCOCC1)N/N=C/c1ccc(C(=O)O)cc1,1773,1498
O=C(Nc1c(Cl)cc(Cl)cc1C(=O)NCCN1CCOCC1)c1cccc([N+](=O)[O-])c1,1897,1792
Cc1ccc(N(C)S(=O)(=O)c2cccc(C(=O)Nc3nnc(C4CC4)s3)c2)cc1,1643,1828
Cc1cc(N2CCC(C)CC2)nc2ccc(N3C(=O)CCC3=O)cc12,1577,1382
CCn1cc(C(=O)OCC(=O)Nc2cccc(Cl)c2Cl)c(=O)c2ccc(C)nc21,1435,1353
CCNC(=S)N/N=C/c1ccccc1[N+](=O)[O-],1852,1723
CCOc1ccc(NC(=O)c2ccc(NC(=S)NC3CCCCC3)cc2)cc1,1806,1347
CCOC(=O)N1CCN(c2c(NCCN(C)Cc3ccccc3)c(=O)c2=O)CC1,1848,1702
COc1cccc(/C=N/NC(N)=S)c1OCc1cccc(Cl)c1,1725,1732
COC(=O)c1sc2nc(C)c([N+](=O)[O-])c(C)c2c1N,2014,1705
CN1C(=O)C(CC(=O)NC2CCCCC2)N(C)C1=O (stereo unspecified),1801,1677
CC(C)(C)C(=O)Nc1nnc(-c2ccncc2)o1,1774,1561
CCOC(=O)N1CCC(NC(=O)Cn2cc3c(n2)CCCCC3)CC1,2053,1664
SMILES,SRC1 TRFRET art,SRC3 TRFRET art
O=S(=O)(Cc1cc(NCc2ccccc2)nc(-c2ccncc2)n1)c1ccccc1,1573,1469
CC1(C)C2CC=C(/C=N/NC(=O)C3CC3)C1C2 (stereo unspecified),1812,1579
CCCCCCC1CC(/C(C)=N\NC(N)=O)OC1=O (stereo unspecified),1690,1716
Cc1ccc(NP(=O)(c2ccc(N(C)C)cc2NC(=O)c2cccs2)N2CCOCC2)cc1 (stereo unspecified),2060,1739
O=C1c2cccc3cc(Br)cc(c23)C(=O)N1Nc1ccc(Br)cc1,1701,1554
COc1ccc(/C=C(\C#N)C(=O)NCCCn2ccnc2)cc1,1722,1666
Cc1ccc(S(=O)(=O)NCC(=O)OCC(=O)NCc2ccc(F)cc2)cc1,2163,1705
COc1ccc(/C=C2\CCC/C(=C\C=N\N(C)C)C2=O)cc1,1926,1479
C[C@@H](C(=O)NCc1ccccc1)[C@@H]1C[C@@]1(C)[C@@H](NC(=O)OCc1ccccc1)c1ccccc1,1467,1301
CC(=O)Nc1ccc(C(=O)N(C)C(C(=O)Nc2ccc(C)cc2)c2ccccn2)cc1 (stereo unspecified),1707,1508
COc1ccc(C(C(=O)Nc2ccc(C(C)C)cc2)N(Cc2ccco2)C(=O)CC2NC(=O)NC2=O)cc1 (stereo unspecified),1496,1630
CCCC(=O)NCc1ccccc1Cl,1966,1672
COc1ccccc1CC(=O)Nc1ccc([N+](=O)[O-])cc1O,1860,1594
COc1ccc(-n2cc(-c3ccccc3)[nH]c2=S)cc1,1914,1765
Cc1ccc(C(=O)c2ccccc2C(=O)OCC(=O)Nc2ccc(SC(F)F)cc2)cc1,1949,1736
FC(F)(F)c1cccc(NC(=S)NCc2ccc(Cl)cc2)c1,1768,2072*
CCOC(=O)n1c(=O)n(Cc2cccc(C)c2)c2ccccc21,1841,1487
CCC(C)c1ccc(NC(=O)CN(C)CC(=O)Nc2cccc(OC)c2)cc1 (stereo unspecified),1750,1564
CN=c1scc(-c2ccc([N+](=O)[O-])cc2)n1/N=C/c1ccco1,1717,1529
Cc1ccc(NC(=O)c2cc(-n3cnnc3)ccc2Cl)c(C)c1,1626,1322
CCOC(=O)N1CCN(S(=O)(=O)c2ccc(F)c(C(=O)Nc3ccc(C(C)C)cc3)c2)CC1,1732,1489
C=CCN(c1ccccc1)S(=O)(=O)c1c(C)[nH]c(=O)[nH]c1=O,1775,1395
CN(C)CCN(C(=O)c1ccc(Br)s1)c1nc2cc3c(cc2s1)OCCO3,2170,1573
CC(=O)c1ccc(NC(=S)NCc2ccco2)cc1,1507,1504
CCN1CCCc2cc(CN(CCN3CCOCC3)C(=S)Nc3ccc(OC)cc3)ccc21,1817,1708

# Some of the compounds tested; count on the stated rates, not on these rows.
